Source: PubChem BioAssay
Bim-Bcl-XL = disrupts Bim peptide binding to human Bcl-XL; bead flow cytometry, fluorescence; inhibition, % at 10 µM; hit rate 0.04% among 190,000
Target sequence (Q07817 whole entry, looked up): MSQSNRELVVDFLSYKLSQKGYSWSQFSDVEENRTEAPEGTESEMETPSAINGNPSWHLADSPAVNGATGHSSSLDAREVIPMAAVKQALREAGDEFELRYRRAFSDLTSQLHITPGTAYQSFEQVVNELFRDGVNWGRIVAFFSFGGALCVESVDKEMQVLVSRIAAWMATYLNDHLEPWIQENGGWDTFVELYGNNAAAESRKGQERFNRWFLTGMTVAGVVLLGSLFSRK
RGS4-Gao reg = modulates binding of RGS4 to human Galphao; P09471; Multiplexed bead flow cytometry; actives lie on both sides; binding response (% of control), % at 10 µM; hit rate 0.33% among 220,000; AID 1415; in the data active means binding response below about 49% or above about 150%; inactive means in between;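 further: fluorescent Galphao activated with aluminum fluoride binding bead-coupled RGS4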
Target sequence (P09471 whole entry, looked up): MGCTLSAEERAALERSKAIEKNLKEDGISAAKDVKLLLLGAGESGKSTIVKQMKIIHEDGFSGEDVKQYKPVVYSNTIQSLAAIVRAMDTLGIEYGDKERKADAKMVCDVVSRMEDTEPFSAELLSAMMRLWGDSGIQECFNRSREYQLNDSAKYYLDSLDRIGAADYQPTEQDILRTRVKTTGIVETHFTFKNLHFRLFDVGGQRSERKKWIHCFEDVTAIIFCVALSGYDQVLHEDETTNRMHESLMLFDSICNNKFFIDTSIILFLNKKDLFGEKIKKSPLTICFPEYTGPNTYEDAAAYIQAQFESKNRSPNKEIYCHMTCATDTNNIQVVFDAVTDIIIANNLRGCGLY
GSH fluor = compound fluoresces at 488/530 nm on GSH beads; GSH beads flow cytometry, compound fluorescence 488/530 nm; stronger effect = higher value; hit rate 0.25% among 190,000; fluorescence (KMESF) at 10 µM; in the data active means fluorescence above about 89;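 further: glutathione beads carrying GST-tagged Bcl family fusion proteins plus one bare bead set; values are compound well signal with DMSO vehicle wells as background; inactives centre near 16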
Bfl-1 Bim block = human Bim-Bfl-1 interaction inhibition | Q16548 | Bead-based flow cytometry, Bim-Bfl-1 binding inhibition | inhibition, % at 10 µM | hit rate 0.12% among 190,000;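 further: 0% = wells without compound plus tracer and 100% = blocker peptide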
Bcl-B Bim block = human Bim-Bcl-B interaction inhibition | bead-based flow cytometry, Bim peptide-Bcl-B binding | inhibition, % at 10 µM | AID 951 | hit rate 0.073% among 190,000;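 further: 0% = tracer peptide without compound and 100% = reference inhibitor peptide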
RGS8-Gao reg = human RGS8-Galphao interaction regulation. AID 1423. hit rate 0.34% among 220,000. response (percent of control binding), % at 10 µM. multiplexed bead flow cytometry, RGS8-Galphao binding; actives lie on both sides; in the data active means response below about 60% or above about 140%; inactive means in between;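 further: Galphao activated as the GDP aluminium fluoride complex binding bead-coupled RGS8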
Bim-Mcl-1 = inhibitors of Bim-Mcl-1 interaction, human | Q07820 | Bead-based flow cytometry, Bim peptide-Mcl-1 binding | inhibition, % at 10 µM | hit rate 0.1% among 190,000;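 further: 0% = no compound tracer wells and 100% = peptide blocker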
Mcl1 Bid PPI = Mcl-1/Bid interaction inhibition | hit rate 0.97% among 220,000 | inhibition, % at 21.7 µM | TR-FRET Mcl-1/Bid-Dy647 peptide binding, 1536-well | AID 1021 | Q07820;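 active means compounds that cut the binding signal by more than half at the single screening dose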;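 further: His-tagged Mcl-1 with europium anti-His antibody binding Bid BH3 peptide; 0% = Mcl-1 plus peptide wells and 100% = peptide-only wells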
Bim-Bcl-2 = human Bim-Bcl-2 interaction inhibition | hit rate 0.06% among 190,000 | Bead-based flow cytometry, Bim peptide-Bcl-2 binding | inhibition, % at 10 µM; in the data active means inhibition above about 40%; inconclusive means no clear call, values can overlap the other calls;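 further: 0% = no compound wells with probe peptide and 100% = reference peptide inhibitor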
RGS7-Gao reg = human RGS7-Galphao interaction regulation | Multiplexed bead flow cytometry, RGS7-Galphao binding; actives lie on both sides | P09471 | binding response (% of control), % at 10 µM | hit rate 0.35% among 220,000 | AID 1439; in the data active means binding response below about 49% or above about 150%; inconclusive means no clear call, values can overlap the other calls; inactive means in between;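 further: fluorescent Galphao held in activated GDP-AlF4 state binding bead-coupled RGS7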
Bim-Bcl-W = inhibitors of Bim-Bcl-W interaction, human; bead-based flow cytometry, Bim peptide-Bcl-W binding; inhibition, % at 10 µM; hit rate 0.02% among 190,000;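 further: 0% = bound tracer without compound and 100% = peptide blocker; higher means less fluorescent Bim peptide bound to Bcl-W beads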
Target sequence (Q92843 whole entry, looked up): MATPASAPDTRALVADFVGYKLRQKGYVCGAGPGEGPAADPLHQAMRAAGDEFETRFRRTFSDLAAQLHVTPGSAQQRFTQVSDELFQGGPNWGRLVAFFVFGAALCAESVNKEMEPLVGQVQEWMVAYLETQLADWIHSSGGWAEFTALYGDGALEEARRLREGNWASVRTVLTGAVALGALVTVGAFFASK
An asterisk follows results filed as active; ? = inconclusive. Unless noted, no stated cut-off is given here; in the data, active means inhibition above about 40%.

Fields: Bim-Bcl-XL	RGS4-Gao reg	GSH fluor	Bfl-1 Bim block	Bcl-B Bim block	RGS8-Gao reg	Bim-Mcl-1	Mcl1 Bid PPI	Bim-Bcl-2	RGS7-Gao reg	Bim-Bcl-W
#1 O=C(Cn1ncc2c1-c1ccccc1OC2)Nc1nc2ccccc2s1
  -2	98	22	-10	-5	103	1	-16	-9	101	2
#2 COc1ccc(NS(=O)(=O)c2cc(NC(=O)C3CC3)ccc2N2CCCCC2)cc1
  0	99	17	-6	-4	101	1	-2	-5	?	-1
#3 Cc1cccc(C)c1NC(=O)CN(C)C(=O)/C=C/c1cccs1
  -6	102	4	0	-8	102	-4	-4	0	104	-4
#4 COc1ccc(OC)c(-c2cc(C(=O)NCCN3CCOCC3)no2)c1
  -1	106	4	-12	-6	104	3	-6	-3	102	4
#5 CC1CCCC(NC(=O)c2ccc3c(c2)N(Cc2ccccc2)C(=O)CS3=O)C1C (stereo not drawn)
  -1	103	19	-8	-9	104	-3	-12	-7	103	0
#6 C=CCN(c1ccc(C(=O)Nc2ccc3c(c2)OCO3)cc1)S(C)(=O)=O
  0	88	18	-3	-2	84	0	-37	0	81	0
#7 Cc1cc(C(=O)N2CCCC(CNS(=O)(=O)c3cccs3)C2)nn1C (stereo not drawn)
  -1	98	25	-6	-4	102	0	-29	-3	99	3
#8 Cc1ccn2c(CN(C)CCn3nc(C)cc3C)c(C(=O)N3CCCCCC3)nc2c1
  -3	97	18	-7	-6	97	-5	-20	-7	97	-3
#9 COC(=O)c1ccc(NC(=S)NC2CCCCC2)cc1
  -1	92	11	-1	-4	100	-1	-19	-3	94	-4
#10 COc1ccc(-c2nn(-c3ccccc3)cc2/C=N/NC(=O)c2cccc(S(=O)(=O)Nc3ccccc3Cl)c2)cc1
  8	102	8	13	7	98	0	-4	9	97	8
#11 O=C(COC(=O)CCC1CCCC1)Nc1ccc(Cl)cn1
  0	100	25	-15	-4	99	-1	-32	-1	98	0
#12 CCCCCCC(C)n1[nH]c(=O)c2c(C)cc(=O)[nH]c21 (stereo not drawn)
  -2	100	30	0	-3	102	0	-46	0	98	1
#13 COc1cc2nc(C3CCC3)n(NC(=O)c3ccco3)c(=O)c2cc1OC
  -5	95	10	-7	-6	95	-4	-15	0	91	-4
#14 CCOC(=O)CCc1c(C)n(CC)c2cc(-c3ccccc3OC)nn2c1=O
  -1	97	13	-3	0	96	-3	-7	0	94	-4
#15 COC(=O)c1c(-n2c(C)cc(C=O)c2C)sc2c1CCCC2
  -2	105	10	-6	-3	112	-4	-19	-1	104	-3
#16 Cc1nn(-c2ccccc2)c(Cl)c1C(=O)N(C)c1nc(-c2ccc(F)cc2)cs1
  -7	107	15	-8	-7	101	-3	-38	-3	102	-4
#17 O=C(Oc1ccc(N(C(=O)c2ccncc2)S(=O)(=O)c2cccs2)cc1)c1ccncc1
  0	98	8	-2	-1	97	-2	-20	-3	93	1
#18 Cc1ccc(S(=O)(=O)N2CCOCC2)cc1NC(=O)CSc1n[nH]c(N)n1
  -1	80	72	-1	-1	88	-2	2	-1	99	-1
#19 CC(=O)c1ccc(NS(=O)(=O)Cc2ccc(Cl)cc2)cc1
  -4	103	47	-12	-6	100	-1	17	-9	104	0
#20 N#Cc1cc(N)c(Nc2ccccc2)cc1C#N
  -2	98	11	-11	-8	101	1	-11	-10	99	-1
#21 CC1(C)CCCN(C(=O)N2c3ccccc3Sc3ccccc32)C1
  1	102	22	0	0	101	-1	-48	0	100	1
#22 CCOc1ccc(CCn2c(-c3ccco3)nc3ccccc3c2=O)cc1OCC
  -7	100	17	-2	-1	102	0	1	3	102	-8
#23 COC(=O)c1cccc(N2C(=O)C3CC=CCC3C2=O)c1 (stereo not drawn)
  -2	106	29	-1	-1	104	-1	-3	-3	102	-2
#24 COc1cccc(CN2CCCC(C(=O)N3CCCCC3)C2)c1OC (stereo not drawn)
  -10	99	28	-20	-8	101	-3	49	-9	98	-2
#25 CCOCCn1c(SC)nc2c1c(=O)[nH]c(=O)n2C
  3	103	24	0	-26	102	-7	-15	-12	100	-5
#26 CN1CCc2nc(SCc3ccc(C(C)(C)C)cc3)c(C#N)cc2C1
  0	111	10	-3	-1	108	1	-11	5	109	3
#27 CCN1CCN(C(=S)Nc2ccc3nc4n(c(=O)c3c2)CCCCC4)CC1
  -3	100	14	12	-11	101	-2	-42	-5	?	1
#28 COc1ccc(NC(=O)C2C(=O)N(C)C3(C)CC2c2ccccc2O3)cc1 (stereo not drawn)
  -11	99	31	-9	-8	103	-5	-4	-17	99	-3
#29 CCCCc1cc2c(s1)CCCC/C2=N/O
  -6	102	23	-3	-5	97	-4	10	-7	103	-3
#30 CCCC(=O)Nc1nnc(-c2cccc(OCC)c2)s1
  -2	101	13	2	-3	100	-2	86*	0	101	-3
#31 O=C(COC(=O)c1ccc([N+](=O)[O-])o1)Nc1cccc2ccccc12
  0	98	16	-2	-2	96	0	-25	0	96	0
#32 Cc1cc(Cl)ccc1OCCCC(=O)N1CCN(C(=O)c2ccco2)CC1
  -3	100	11	-9	-11	100	0	-11	-5	98	3
#33 O=C(OCC(=O)c1ccc(Cl)s1)c1ccccn1
  -10	103	19	-17	-12	100	-8	-34	-6	100	-6
#34 O=C(CCCn1c(SCC(=O)NCC2CCCO2)nc2ccccc2c1=O)NCc1ccccc1 (stereo not drawn)
  -7	86	37	-13	-9	95	-4	-25	-10	101	0
#35 Cc1ccc(C(=O)NC(=S)NCc2cccnc2)c(C)c1
  -5	104	19	0	0	106	-3	-35	-6	108	-5
#36 Cc1ccc(-c2nnc3ccc(SCC(=O)Nc4cc(C)on4)nn23)cc1
  -1	99	12	-18	-6	101	0	-4	-5	101	3
#37 O=C1[C@@H]2[C@H](C(=O)N1Cc1ccco1)[C@H]1C=C[C@@H]2C1
  -7	100	10	-14	-6	102	-2	-5	-9	102	2
#38 Cn1c(N2CCCCC2)nc2c1c(=O)n(Cc1cccc(Br)c1)c(=O)n2C
  -4	94	28	-6	-3	105	-6	-21	-5	97	-2
#39 COc1ccc(OC)c(NC(=O)CCNC(=O)Cn2cnc3ccccc3c2=O)c1
  -4	97	15	0	-13	102	-65	-19	-3	98	-5
#40 N#Cc1c(-c2ccccc2)ccnc1N1CCOCC1
  -1	99	20	0	0	100	1	-24	0	104	2
#41 Cc1ccccc1OCC(=O)OCC(=O)NCc1cccs1
  -6	98	10	-1	-5	95	-2	7	0	98	-3
#42 O=C(CSc1ccc(-c2ccncc2)nn1)N1CCN(c2ccccc2)CC1
  -1	93	24	0	1	100	0	-34	-1	90	-3
#43 CC1CCC(NS(=O)(=O)c2ccc3c(c2)n(C)c(=O)c(=O)n3C)CC1 (stereo not drawn)
  -10	98	24	-6	-6	99	-6	2	-1	93	-2
#44 CCc1ccc(CNCc2ccc(F)cc2)cc1
  -8	103	21	-1	-6	104	-6	10	-3	100	-4
#45 Cc1nn(C)cc1/C=N\NC(=O)c1ccc2c(c1)c(C)c(C)n2Cc1ccccc1
  -1	105	41	-10	-6	108	0	-16	-5	102	0
#46 Cc1ccc(S(=O)(=O)Nc2ccc(NC(=O)CN3CCCCC3)cc2)cc1
  -4	91	27	-9	-6	99	-1	-15	-6	88	-1
#47 O=C(NCCc1ccccc1)c1cnc2sccn2c1=O
  -8	100	16	-6	-10	99	-2	30	-5	109	-3
#48 O=C(Nc1nc2ccccc2n1CCN1CCCCC1)C1CCCCC1
  0	100	31	-4	0	102	-2	10	-5	100	0
#49 CC(C)(C)c1ccc(-c2ncccc2O)cc1
  -3	99	19	-4	0	98	0	-9	-5	94	-4
#50 COC(=O)C1C(c2ccc(OC)cc2)Nc2nnc(C(F)(F)F)n2C1(C)O (stereo not drawn)
  0	101	11	-4	0	100	0	11	1	99	0

Later entries.
Fields: Bim-Bcl-XL	RGS4-Gao reg	GSH fluor	Bfl-1 Bim block	Bcl-B Bim block	RGS8-Gao reg	Bim-Mcl-1	Mcl1 Bid PPI	Bim-Bcl-2	RGS7-Gao reg	Bim-Bcl-W
#51 CC1CC(C)CN(c2cc3c(cc2[N+](=O)[O-])C(=O)N(c2ccccc2)C3=O)C1 (stereo not drawn)
  -1	106	3	3	-1	104	0	-15	7	106	-1
#52 CCc1nc(N)c(C#N)c(-c2ccccc2OC)c1C
  0	101	42	3	8	95	-1	11	1	103	5
#53 O=C(CSCc1ccc(F)cc1)Nc1nc2c(s1)CCCC2
  -3	99	35	-15	-6	102	-3	5	-9	97	0
#54 CC(C)N=C(NC#N)SCc1ccccc1
  0	98	9	0	0	99	0	-9	0	100	0
#55 COCCNS(=O)(=O)c1ccc2c(c1)oc(=O)c1cc(S(=O)(=O)NCCOC)ccc12
  -3	87	12	-8	-6	93	0	4	-6	88	2
#56 Cc1ccc(-n2nc3c(=O)n(CC(=O)c4ccc(F)cc4)nc(C)c3c2C)cc1
  -4	103	24	-1	-6	105	-2	1	1	103	0
#57 CCOc1ccc(-c2nnn(CCC(=O)O)n2)cc1OC
  0	102	24	0	0	101	2	-13	1	102	-1
#58 Cc1ccc(Nc2nc3c(s2)CCC3)c(C)c1
  -4	97	28	2	-8	101	-1	-25	1	105	-3
#59 CN(C(=O)CSc1nc(-c2ccc(F)cc2)cs1)C1CCS(=O)(=O)C1 (stereo not drawn)
  -7	98	21	-4	-5	96	-6	-27	-2	96	-2
#60 COc1ccc(CCNC(=O)Cc2cc(OC)c(OC)cc2Br)cc1OC
  -1	100	24	-1	-5	99	-3	-24	-1	99	-5
#61 CCn1c(SCc2ccccc2)nnc1C1CCN(S(=O)(=O)c2ccc(OC)cc2)CC1
  3	109	13	5	2	110	0	14	4	105	3
